Screening results deposited in PubChem by Sanford-Burnham Center for Chemical Genomics.
UBC13 polyUb = human UBC13 polyubiquitination inhibition. UBC13 polyubiquitin chain formation, TR-FRET. P61088. 330,000 tested, 0.47% active. inhibition, % at 20 µM; in the data active means inhibition above about 45%, passing the limit was not always enough
APOBEC3G inh = APOBEC3G (human) deaminase inhibition. recombinant A3G, ssDNA deamination FAM/TAMRA fluorescence. 330,000 tested, 0.28% active. Q9HC16. inhibition, % at 20 µM;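 active means inhibition of at least 40% at 20 µM, with no more than 30% in the related APOBEC3A deaminase screen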;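 further: plate controls were DMSO wells with A3G for no effect and wells lacking A3G enzyme for full effect; some compounds called inactive have numbers as strong as hits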
SENP8 block-1 = SENP8 protease inhibition | Q96LD8 | purified SENP8, Z-RLRGG-aminoluciferin cleavage, luminescence | inhibition, % at 10 µM | 330,000 tested, 1.2% active | AID 2540; in the data active means inhibition above about 50%
SENP8 block-2 = inhibitors of human SENP8 protease; recombinant SENP8, Nedd8 substrate fluorescence; inhibition, % at 20 µM; 360,000 tested, 0.64% active; AID 602440; in the data active means inhibition mostly above about 40%, no sharp cut-off; inactive means mostly below about 27%
SENP7 block = blocks the human protease SENP7; inhibition, % at 5 µM; recombinant SENP7, Z-RLRGG-aminoluciferin luminescence, 40 min; 330,000 tested, 1.5% active; AID 434973;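 active means inhibition above about 50% at the single test dose, limit read from the data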;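 further: plate controls were DMSO with enzyme for no effect and no enzyme buffer wells for full effect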
Target sequence (Q9BQF6 706-1050 limits assumed): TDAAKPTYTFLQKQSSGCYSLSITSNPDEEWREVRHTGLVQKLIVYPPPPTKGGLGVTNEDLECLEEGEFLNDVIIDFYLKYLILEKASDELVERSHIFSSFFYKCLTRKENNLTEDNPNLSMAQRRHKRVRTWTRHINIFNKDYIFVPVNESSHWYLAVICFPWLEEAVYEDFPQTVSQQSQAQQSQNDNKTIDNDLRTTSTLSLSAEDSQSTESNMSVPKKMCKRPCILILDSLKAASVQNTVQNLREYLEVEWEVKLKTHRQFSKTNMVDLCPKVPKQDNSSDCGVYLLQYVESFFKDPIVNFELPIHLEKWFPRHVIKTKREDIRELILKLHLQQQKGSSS
SENP6 block = blocks the human protease SENP6. Q9GZR1. Recombinant SENP6 catalytic domain, aminoluciferin luminescence. inhibition, % at 10 µM. 330,000 tested, 1.8% active. AID 2599;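 active means inhibition above about 50% at the single tested dose, limit read from the data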;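 further: plate controls were DMSO wells with enzyme for no effect and DMSO wells lacking enzyme for full effect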
Target sequence (Q9GZR1 628-1112 limits assumed): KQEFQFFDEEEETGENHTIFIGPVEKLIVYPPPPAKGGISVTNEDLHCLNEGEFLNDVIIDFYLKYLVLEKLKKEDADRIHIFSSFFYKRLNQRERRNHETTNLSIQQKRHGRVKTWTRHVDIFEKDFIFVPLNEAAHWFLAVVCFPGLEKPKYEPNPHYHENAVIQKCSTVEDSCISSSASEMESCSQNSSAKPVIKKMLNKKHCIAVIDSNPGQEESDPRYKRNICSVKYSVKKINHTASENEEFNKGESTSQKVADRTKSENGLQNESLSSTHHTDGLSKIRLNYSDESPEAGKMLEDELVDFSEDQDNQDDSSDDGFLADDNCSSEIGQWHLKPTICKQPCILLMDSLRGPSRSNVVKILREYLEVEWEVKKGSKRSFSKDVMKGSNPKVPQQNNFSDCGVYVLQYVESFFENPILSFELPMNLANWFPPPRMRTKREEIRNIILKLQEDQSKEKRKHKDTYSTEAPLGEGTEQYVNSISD
SENP1 FRET inh = blocks the human SENP1 SUMO protease catalytic domain; Q9P0U3; recombinant SENP1 catalytic domain, CyPet-SUMO1-YPet FRET cleavage; inhibition, % at 10 µM; 360,000 tested, 0.21% active;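 active means inhibition at least 30% at 10 µM, raw YFP signal under a set limit, fluorescence ratio 0.5 to 1.5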;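 further: 0% = enzyme with DMSO and 100% = no enzyme wells; some results filed as inactive read as strong as hits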
Target sequence (Q9P0U3 419-644 limits assumed): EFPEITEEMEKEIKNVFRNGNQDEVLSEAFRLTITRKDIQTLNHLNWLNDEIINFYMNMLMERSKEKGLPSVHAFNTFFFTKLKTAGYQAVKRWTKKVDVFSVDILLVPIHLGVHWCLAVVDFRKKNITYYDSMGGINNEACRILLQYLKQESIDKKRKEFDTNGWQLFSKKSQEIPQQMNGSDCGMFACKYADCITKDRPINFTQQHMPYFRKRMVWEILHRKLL
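Controls: no-enzyme wells low, DMSO-plus-enzyme wells high control. Test system: human recombinant His6-tagged SENP1 catalytic domain enzyme. Reagent: SFCypet-SUMO1-SFYpet FRET protein substrate, 25 nM final. Doses: one dose per compound, 10 µM, 0.5% DMSO. Detection: FRET, CFP and YFP emission. Timing: 50 min reaction at room temperature.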
Apaf1 inhib = blocks human Apaf-1 apoptosome activity; inhibition, % at 20 µM; reconstituted apoptosome caspase-3 activity, DEVD-Rh110 fluorescence; 330,000 tested, 0.71% active; active means inhibition of at least 40% at 20 µM;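 further: plate controls were DMSO wells for no effect and DEVD-CHO caspase inhibitor wells for full effect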
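System: reconstituted apoptosome with Apaf-1, cytochrome c, caspase-9, procaspase-3, dATP; Signal: Rh110 fluorescence intensity; Schedule: 30 min compound preincubation, 50 min activation, room temperature; Reagent: cytochrome c trigger plus (Z-DEVD)2-Rh110 caspase-3 substrate.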
An asterisk follows results filed as active; . = no result given.

SMILES | UBC13 polyUb | APOBEC3G inh | SENP8 block-1 | SENP8 block-2 | SENP7 block | SENP6 block | SENP1 FRET inh | Apaf1 inhib
C[C@H](CO)N1C[C@H](C)[C@@H](CN(C)S(=O)(=O)c2ccccc2)Oc2ccc(NC(=O)C3CC3)cc2C1=O | -9 | 1 | -20 | 3 | -5 | -2 | 1 | 5
CCO[C@@H]1OC(C(=O)NCc2ccccc2)=C[C@H](c2cn(C(C)=O)c3ccccc23)[C@H]1CCCO | 36 | -5 | 0 | -1 | -5 | -18 | 1 | 12
CCOC(=O)c1c(NC(=O)c2c(Br)cnn2C)c(C#N)nn1-c1ccccc1 | 4 | 6 | 0 | -85 | -1 | -28 | 0 | 9
O=C(CN1C(=O)c2ccccc2C1=O)Nc1cccnc1 | 1 | -6 | 7 | 18 | -6 | -20 | 1 | -6
CC(C)(C)C1CCc2onc(C(=O)O)c2C1 (configuration not stated) | 1 | -3 | 3 | 2 | 3 | 7 | 2 | 5
CCOC(=O)c1ccc(NC(=O)c2cc(F)c(F)cc2Cl)cc1 | -2 | -10 | -17 | 6 | -10 | -18 | 3 | 9
CCOC(=O)N1CCN(S(=O)(=O)N2CCCC(C(=O)NCCCN3CCCCC3)C2)CC1 (configuration not stated) | 12 | -6 | -1 | 4 | -4 | 3 | 1 | 6
CC(C)OC(=O)CSc1nc(Cc2cccs2)nc2ccccc12 | 6 | -5 | -2 | -2 | 8 | 11 | -3 | 23
Cc1cc(=O)oc2c(C)c(OCC(=O)NCCCN3CCCC3=O)ccc12 | 1 | -3 | 1 | -125 | 1 | 13 | 2 | 1
COc1cccc(NC(=O)CN(C)S(=O)(=O)c2ccc3c(c2)n(C)c(=O)c(=O)n3C)c1 | -5 | -4 | 2 | -44 | 1 | -3 | 3 | -5
COc1ccc2occ(NC(C)=O)c2c1 | -5 | 1 | -2 | -25 | 3 | -8 | -1 | 12
Cn1cccc1C(=O)N1CCN(S(=O)(=O)c2ccccc2)CC1 | -5 | -5 | -6 | -4 | 0 | -1 | 0 | 2
COc1ccc(-c2nc(C#N)c(NCc3ccccc3Cl)o2)cc1 | 8 | -5 | -1 | -345 | 10 | 10 | 1 | -15
CCOc1ccc(-c2nc(CSCC(=O)NC3CC3)c(C)o2)cc1 | -2 | -4 | 3 | 11 | 3 | -28 | 1 | -3
COc1cc(C(=O)N/C(=C\c2cn(C)c3ccccc23)C(=O)NCCCN2CCOCC2)cc(OC)c1OC | -15 | 5 | -5 | -46 | 2 | 7 | -7 | 6

Compounds listed so far with a cyano group, in the order listed:
SMILES | UBC13 polyUb | APOBEC3G inh | SENP8 block-1 | SENP8 block-2 | SENP7 block | SENP6 block | SENP1 FRET inh | Apaf1 inhib
CCOC(=O)c1c(NC(=O)c2c(Br)cnn2C)c(C#N)nn1-c1ccccc1 | 4 | 6 | 0 | -85 | -1 | -28 | 0 | 9
COc1ccc(-c2nc(C#N)c(NCc3ccccc3Cl)o2)cc1 | 8 | -5 | -1 | -345 | 10 | 10 | 1 | -15

Next part
SMILES | UBC13 polyUb | APOBEC3G inh | SENP8 block-1 | SENP8 block-2 | SENP7 block | SENP6 block | SENP1 FRET inh | Apaf1 inhib
COc1ccc(-c2csc(Nc3cccc(C)n3)n2)cc1 | 6 | -8 | 88* | 8 | 81* | 90* | 1 | 0
N#CCCN(Cc1ccccc1)S(=O)(=O)c1cccs1 | 2 | -6 | -3 | 8 | 2 | -7 | 0 | 2
CC(C)=CCc1c(O)ccc(C(=O)Cc2ccccc2)c1O | 8 | -9 | -7 | 18 | 0 | -9 | 1 | 9
CCCn1c(CC)nc([N+](=O)[O-])c1Sc1ccc(F)cc1 | -10 | -5 | -2 | 11 | 1 | 0 | 1 | 14
CCCn1cc2c(c1-c1ccc(C)cc1)c(=O)n(C)c(=O)n2C | 0 | -1 | -7 | -196 | 8 | -6 | 2 | 7
COc1cccc(CNC(=O)CSc2ccc(-c3cccs3)nn2)c1 | -8 | -1 | -1 | -3 | 5 | 13 | -3 | -3
CCN(CC)c1ccc2cc(C(N)=O)/c(=N\NC(=O)c3ccncc3)oc2c1 | -288 | -31 | -6 | . | 1 | -5 | . | -7
C=CCC(C=C)[N+]1(CC(=O)OC)CCCCC1 (configuration not stated) | 8 | -7 | 1 | 10 | 8 | -26 | -2 | 0
O=C(Nc1ccc(F)cc1F)c1ccco1 | -7 | -5 | -18 | 7 | -17 | -9 | -1 | -7
O=C(c1ccco1)c1cn(CC(=O)N2CCCCCC2)c2ccccc12 | -7 | -7 | -9 | -98 | 0 | -3 | 1 | 6
CC(O)C1CCC2C3CC[C@H]4CC(O)CCC4(C)C3CC3(OCCO3)C12C (some centres not stated) | -6 | -5 | -4 | 4 | 7 | -2 | 1 | -5
Cc1ccc(-n2c(Cc3cccs3)nnc2SCC(N)=O)cc1 | 10 | -3 | -6 | 6 | 2 | -2 | -1 | -8
COc1ccc(NC(=O)c2cc(C)no2)cc1OC | -2 | -9 | -7 | 13 | -7 | -38 | 2 | -4
CC(=O)Nc1ccc(/C=N/NC(=O)c2cccs2)cc1 | -2 | -4 | 41 | -158 | 68* | 58* | 1 | 3
CCOC(=O)c1sc(NC(=O)CSc2nnc(C)s2)c(C(=O)OCC)c1C | -4 | -8 | -10 | 5 | -9 | 1 | 16 | 25
CCCP(=O)(CCC)CCP(=O)(c1ccccc1)c1ccccc1 | 10 | 1 | -3 | 7 | -1 | 4 | -4 | -3
CCN(CC)C(=O)C(C)N(C#N)c1nc(SC)nc(N(C)C)n1 (configuration not stated) | 8 | 3 | -4 | 12 | -4 | -13 | 0 | 1
CNC(=O)COc1coc(CN2CCN(c3ccc(F)cc3)CC2)cc1=O | 0 | -3 | -9 | 6 | -8 | 2 | 1 | 2
Cc1ccc(NC(=O)CCc2c(C)nn(-c3ccc(N4CCOCC4)nn3)c2C)cc1C | -6 | 1 | 2 | -16 | 6 | 8 | 0 | -2
COc1ccc(CNC(=O)C[C@H]2C[C@H](C(=O)N3CCCCC3)[C@@]3(C)c4[nH]c5cc(CCC(=O)N(C)C)ccc5c4CCN3C2=O)cc1OC | . | 7 | . | 5 | 4 | . | -3 | 5
COc1ccc(-c2cc(C(=O)NC(C)C)no2)cc1 | 6 | -2 | -3 | 6 | 6 | 20 | 2 | -7
Cc1cc(C)nc(SCC(CSc2nc(C)cc(C)n2)C(=O)O)n1 | -7 | -9 | -8 | 0 | -8 | 1 | 1 | 5
O=C(NC(Cc1ccccc1)C(=O)N1CCCC(C(F)(F)F)C1)c1ccccc1 (configuration not stated) | 1 | -12 | -11 | -2 | -5 | 1 | 1 | -6
CC(C)CNC1CS(=O)(=O)CC1O (configuration not stated) | 0 | -5 | 0 | 16 | 5 | -3 | 2 | -28
O=C(Nc1ccc(NC(=O)c2ccccc2Cl)cc1)c1cccnc1 | -1 | -7 | -7 | 9 | -4 | -6 | 1 | 0
Cc1c(Br)c([N+](=O)[O-])nn1CC(=O)NCCc1c[nH]c2ccccc12 | 12 | -3 | 0 | 15 | 5 | 3 | -1 | 2
CC1CCCCC1NCC(=O)Nc1ccccc1-c1ccccc1 (configuration not stated) | 10 | -6 | 2 | 21 | 1 | -8 | 0 | 3
CN(C)CCN(C(=O)c1ccc2c(c1)CCCC2)c1nc2c(F)cccc2s1 | -17 | 0 | 6 | 9 | 3 | 19 | 3 | 39
COc1ccc(C(=O)/C=C(\C)Nc2ccc(NC(C)=O)cc2)cc1 | -4 | 5 | 4 | 21 | 11 | 11 | 0 | 1
O=C(CC1C(=O)NCCN1Cc1cccc(F)c1)NCCCCCN1CCOCC1 (configuration not stated) | -1 | -5 | 6 | -28 | -2 | -5 | 8 | 9
O=c1[nH]c2ccccc2n2cnnc12 | 4 | -2 | -1 | 5 | 2 | -15 | -2 | 4
CCCc1nn2c(=O)cc(O)nc2s1 | -15 | -3 | -10 | 3 | -12 | -18 | 0 | 10
CCc1ccccc1NC(=O)CSc1nnc(C2CC2)n1CC1CCCO1 (configuration not stated) | 4 | -14 | -5 | 13 | -9 | -33 | 3 | 11
NNC(=O)c1ccccc1CO | -6 | 4 | -10 | . | 7 | -14 | . | 4
Cc1nc(SCC(O)CCl)c([N+](=O)[O-])[nH]1 (configuration not stated) | -5 | 0 | 5 | 15 | 8 | -12 | 0 | 5
O=C(CSc1nnc(Cn2c(=O)sc3ccccc32)n1-c1ccccc1)NCc1ccco1 | 2 | -7 | 6 | 21 | -4 | 1 | -2 | -8
CC(=O)c1ccccc1OCCOCCOCCOc1ccccc1C(C)=O | 15 | -5 | 4 | 6 | -2 | -11 | 1 | -3
O=C(OCc1cc2ccccc2[nH]c1=O)c1cccs1 | 8 | 2 | -8 | -38 | -2 | 2 | 0 | 7
CCOC(=O)CSc1nc(CC)nc2ccccc12 | 2 | -6 | -1 | 13 | -4 | -18 | 2 | -3
c1ccc(-n2nnnc2NC2CCCCC2)cc1 | 0 | 2 | 4 | -1 | 7 | -19 | -1 | -6
COc1ccc2nc(-c3ccccc3)cc(OC)c2c1 | 4 | -9 | -6 | 2 | -6 | -15 | 2 | 2
NC(=O)CC(NC(=O)Cc1cccc2ccccc12)c1ccc(NC2CC3CCC2C3)c([N+](=O)[O-])c1 (configuration not stated) | -19 | -8 | 2 | 20 | -2 | -9 | 2 | 28
COc1ccc(NC(=O)c2[nH]c(C)c(C(C)=O)c2C)cc1 | 4 | -5 | -10 | 2 | 2 | -10 | -1 | -4
CN(CCc1ccccn1)C(=O)CCC1CCCN(C(=O)c2n[nH]c3c2CCCC3)C1 (configuration not stated) | -12 | -2 | -7 | 18 | -6 | 3 | 2 | -3
O=C(O)CSc1c(-c2cccs2)[nH]c2ccccc12 | -9 | 7 | -3 | -143 | 7 | 4 | -2 | 7

Random excerpt: 2 compounds from above, in no set order.
SMILES | UBC13 polyUb | APOBEC3G inh | SENP8 block-1 | SENP8 block-2 | SENP7 block | SENP6 block | SENP1 FRET inh | Apaf1 inhib
O=C(O)CSc1c(-c2cccs2)[nH]c2ccccc12 | -9 | 7 | -3 | -143 | 7 | 4 | -2 | 7
CCCc1nn2c(=O)cc(O)nc2s1 | -15 | -3 | -10 | 3 | -12 | -18 | 0 | 10

(list continues)
SMILES | UBC13 polyUb | APOBEC3G inh | SENP8 block-1 | SENP8 block-2 | SENP7 block | SENP6 block | SENP1 FRET inh | Apaf1 inhib
CC(C)(C)c1ccc(C(=O)NC(Cc2ccccc2)C(=O)O)cc1 (configuration not stated) | 8 | -5 | 3 | 6 | 2 | 7 | 0 | 4
CCN1C(=O)/C(=C\c2ccncc2)SC1=Nc1ccc(C)c(C)c1 | 10 | -5 | -16 | 16 | -10 | -12 | 2 | 7
CN(c1ccccc1)S(=O)(=O)c1ccc(C(=O)NCc2ccccc2F)cc1 | 7 | -2 | -4 | 6 | -2 | 2 | 0 | 1
CCCc1nnc(NC(=O)CCC(=O)NCc2ccccc2)s1 | 2 | -5 | -1 | 7 | 7 | 4 | 0 | -15
COC(=O)c1ccc(/C=C2\CCn3c2nc2cc(C(=O)O)ccc2c3=O)cc1 | 2 | -3 | -3 | -275 | 0 | 0 | 0 | 9
COc1ccc(C2/C=C\CN(S(=O)(=O)c3ccc(-c4ccccc4)cc3)CC(=O)N2Cc2ccc(F)cc2)cc1 (configuration not stated) | -2 | -7 | 0 | 11 | 1 | -7 | 2 | 9
Cc1ccnc(NS(=O)(=O)c2ccc(NC(=O)Cc3ccc(Br)cc3)cc2)n1 | -1 | -7 | -7 | 6 | 4 | -9 | -10 | 6
O=C(CSCc1ccc(Cl)cc1)N/N=C/c1ccc(OCC(=O)Nc2ccccc2)cc1 | 17 | 14 | -6 | -7 | 8 | -25 | 0 | 28
